Screening data (PubChem BioAssay)
RXFP1 antagonist: antagonists of human relaxin receptor RXFP1 | AID 1259400 | HEK293-RXFP1, relaxin-stimulated cAMP HTRF, 30 min; active compounds read low | activity change, negative = inhibition, % at 57.5 µM | actives 0.59% (n = 350,000);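 active = activity change of -60% or lower, but not beyond a set lower limit; inconclusive = change between -60% and -40%, or beyond the set limit; inactive = change above -40%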; note: % is set by controls: 0 for no effect and ±100 for the full control effect
D2 agonist: agonists of human D2 dopamine receptor; HEK293 T-REx D2 cells, calcium flux agonist mode; activation, % at 2 µM; actives 0.53% (n = 340,000); AID 485358;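 active = activation over 3 SD above normal in the single-dose calcium agonist read, cut at about 30% in these data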; note: 0% is about no effect
Target sequence (P14416 whole entry, looked up): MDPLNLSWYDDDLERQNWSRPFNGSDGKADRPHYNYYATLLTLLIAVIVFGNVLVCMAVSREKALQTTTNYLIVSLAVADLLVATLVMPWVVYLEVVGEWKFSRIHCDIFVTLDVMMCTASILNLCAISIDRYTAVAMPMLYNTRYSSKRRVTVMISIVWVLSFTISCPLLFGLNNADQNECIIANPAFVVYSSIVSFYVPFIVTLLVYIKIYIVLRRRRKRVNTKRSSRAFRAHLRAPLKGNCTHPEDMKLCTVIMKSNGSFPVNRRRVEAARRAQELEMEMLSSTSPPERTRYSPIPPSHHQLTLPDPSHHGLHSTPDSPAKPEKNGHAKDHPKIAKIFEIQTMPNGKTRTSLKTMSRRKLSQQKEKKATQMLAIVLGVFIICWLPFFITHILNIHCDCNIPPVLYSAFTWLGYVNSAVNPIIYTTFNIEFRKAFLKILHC
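Tetracycline-induced HEK293 Trex cells with D2 receptor force-coupled to calcium signaling, plated overnight at 30 C and loaded with no-wash calcium dye. Calcium flux read kinetically for 180 s after compound addition; responses flag agonists.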
RXFP1 ag: activates the human relaxin receptor RXFP1. Q9HBX9. HEK293T-RXFP1 cAMP TR-FRET, 30 min; response scale: percent of porcine relaxin response, buffer zero. Potency, µM (top dose mostly 57.5 µM), for inactives: at the top dose activation, hits mostly activators. actives 0.3% (n = 370,000). AID 2676; active = well fitted activation curve with a large enough effect; inconclusive = small, poorly fitted or top-dose-only effect; note: potency is the fitted concentration of half-maximal effect; % is set by controls: 0 for no effect and ±100 for the full control effect; nearly all actives have a fitted effect of over 60% in size; many of its hits are not listed in these tables
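HEK293T cells stably expressing RXFP1 were pretreated with the PDE4 inhibitor Ro 20174, exposed to compounds for 30 min at 37C, lysed, and cAMP was read by TR-FRET. Data normalized to buffer (basal) and 29 nM porcine relaxin (100%).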
D1 potentiator: potentiators of human D1 dopamine receptor; AID 504651; HEK293 TREx D1 cells, calcium flux, dopamine EC20 potentiation; potentiation, % at 10 µM; P21728; actives 0.036% (n = 360,000); in the data active = potentiation above about 30%; note: 0% is about no effect
Target sequence (P21728 whole entry, looked up): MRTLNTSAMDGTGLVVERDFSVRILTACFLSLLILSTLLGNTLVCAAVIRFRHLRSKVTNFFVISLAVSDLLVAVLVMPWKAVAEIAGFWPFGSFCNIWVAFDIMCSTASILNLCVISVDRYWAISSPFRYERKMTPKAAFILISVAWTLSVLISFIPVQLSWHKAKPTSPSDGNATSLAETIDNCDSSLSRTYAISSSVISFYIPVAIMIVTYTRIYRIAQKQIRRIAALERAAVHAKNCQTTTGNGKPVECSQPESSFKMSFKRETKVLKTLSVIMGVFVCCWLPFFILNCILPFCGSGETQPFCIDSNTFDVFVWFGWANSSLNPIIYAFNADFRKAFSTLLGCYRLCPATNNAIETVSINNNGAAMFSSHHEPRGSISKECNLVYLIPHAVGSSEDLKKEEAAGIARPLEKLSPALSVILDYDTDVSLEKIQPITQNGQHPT
D1 ag: agonists of human D1 dopamine receptor. activation, % at 2 µM. actives 1% (n = 360,000). AID 504660. P21728. HEK293 T-REx D1 cells, calcium flux, agonist mode; in the data active = activation above about 30%; note: 0% is about no effect
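Agonism was scored from calcium flux recorded over 180 s (1 read/s) after pintool compound addition, following a 10-cycle baseline. Cells were inducible force-coupled HEK293 TREx D1, plated overnight at 30 C and loaded with no-wash calcium dye.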
D1 antag: blocks dopamine activation of the human D1 receptor | P21728 | HEK293 TREx D1 cells, calcium flux, dopamine EC80; active compounds read low | activity change, negative = inhibition, % at 10 µM | actives 3.2% (n = 360,000); in the data active = activity change below about -30%; note: % is set by controls: 0 for no effect and ±100 for the full control effect
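Cells carrying a force-coupled, tetracycline-inducible human D1 receptor report calcium flux. Each well gets a 10 s baseline, compound with 180 s monitoring, then an EC80 dopamine stimulus with a second 180 s kinetic read.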
D2 antagonist: D2 dopamine receptor (human) antagonism; P14416; HEK293 TREx D2 cells, calcium flux, dopamine EC80; inhibition, % at 10 µM; actives 2% (n = 340,000); in the data active = inhibition above about 30%; note: 0% is about no effect
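Calcium flux kinetic readout in an inducible HEK293 TREx D2 line plated overnight at 30 C. After 180 s compound exposure, an EC80 dopamine challenge follows with another 180 s kinetic read to detect antagonism.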
D2 potentiator: positively modulates the human D2 dopamine receptor allosterically; HEK293 T-REx D2, calcium flux, EC20 dopamine potentiation; potentiation, % at 10 µM; actives 0.34% (n = 340,000);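 active = potentiation over 3 SD above the plate norm, cut at about 30% in these data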; note: 0% is about no effect
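Potentiation of an EC20 dopamine calcium response measured kinetically over 180 s, after a preceding 180 s compound-only read flagging agonists. Cells: inducible Hek293 Trex D2 line, 4000/well, cultured overnight at 30 C before dye loading.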
TRHR PAM: allosterically enhances the human TRH receptor; P34981; TRHR cells, fluo-8 calcium fluorescence, EC20 TRH enhancement; enhancement, % at 2 µM; actives 0.66% (n = 360,000); AID 493056; in the data active = enhancement above about 30%; note: 0% is about no effect
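TRHR-expressing cells loaded with fluo-8 calcium dye were read kinetically (ex 480/em 530) during compound addition, then stimulated with an EC20 of TRH (10 nM final). Enhancement of the Gq-mediated intracellular calcium response was scored.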
* hit, by the source's call; u = inconclusive; x = not tested or not shown; & = joins results of further samples. Not all compounds are listed. The share of hits here may be higher or lower than overall.

smiles	D1 antag	TRHR PAM	D2 antagonist	D2 agonist	D2 potentiator	RXFP1 ag	D1 ag	RXFP1 antagonist	D1 potentiator
CN1CCN(/N=C/c2nc(-c3ccccc3Cl)n3ccccc23)CC1	-3	-10	-3	-1.3	-4	-0.9%	2	-22	2
O=C(CNCc1cccc2ccccc12)Nc1ccccc1[N+](=O)[O-]	9	19	-25	1.2	1	2.4%	3	-29	3
Cc1ccccc1NS(=O)(=O)c1nnc(NC(=O)c2ccccc2F)s1	-6	-2	x	x	x	10.0%	2	0	-3
CCOc1ccc(NC(=S)NC2CC3CCC(C2)N3Cc2ccco2)cc1 (configuration not stated)	-28	5	18	-0.4	-2	-0.1%	25	-11	-7
CC(C)CC(=O)NC(=S)Nc1ccc(CN2CCOCC2)cc1	-8	3	0	0.6	-1	0.8%	2	-9	2
CC1(C)Cc2c(cnn2-c2ccc(F)cc2)C(NC(=O)CCc2ccncc2)C1 (configuration not stated)	-3	-7	2	0.4	0	2.0%	0	-25	-1
O=C(O)Cc1ccc(NS(=O)(=O)c2ccccc2Br)cc1	0	6	-8	1.7	2	-3.4%	3	-1	3
COc1cc2c(cc1OC)C(C)N(C(=O)c1cc3c(=O)oc4ccc(C)cc4c3s1)CC2 (configuration not stated)	-12	4	x	x	x	6.6%	-1	x	-2
COC(=O)c1ccc2c(=O)n(Cc3ccc4c(c3)OCO4)c(SCC(=O)N3CCCC3)nc2c1	-5	-9	14	-0.2	2	3.1%	2	10	0
CC(C)(C)[C@H]1C=C(C(=O)NCc2nc3ccccc3[nH]2)O[C@@H](OCCCCO)C1	4	4	-3	0.2	0	0.5%	-5	x	0

The list goes on; the last two above are carried over.
smiles	D1 antag	TRHR PAM	D2 antagonist	D2 agonist	D2 potentiator	RXFP1 ag	D1 ag	RXFP1 antagonist	D1 potentiator
COC(=O)c1ccc2c(=O)n(Cc3ccc4c(c3)OCO4)c(SCC(=O)N3CCCC3)nc2c1	-5	-9	14	-0.2	2	3.1%	2	10	0
CC(C)(C)[C@H]1C=C(C(=O)NCc2nc3ccccc3[nH]2)O[C@@H](OCCCCO)C1	4	4	-3	0.2	0	0.5%	-5	x	0
Nc1cc(=O)[nH]c(=S)n1-c1ccccc1	-17	-2	-10	0.7	-4	1.5%	1	12	1
Cc1ccc(Sc2ncccc2C(=O)O)cc1	1	2	10	-0.2	6	1.6%	3	3	-4
COc1cc(OC)cc(-c2n[nH]c(=S)n2-c2cc(OC)ccc2OC)c1	-1	-2	11	0.3	18	4.9%	1	u	5
COC(=O)CCCC1=CC2=CC(=O)C(C)(OC(=O)c3cccs3)C(=O)C2=CN1C1CCCC1 (configuration not stated)	-8	-8	x	x	-4	0.0%	6	x	-1
O=c1c[n+]([O-])c2ccccc2n1OCc1ccccn1	17	2	-3	1.4	1	-0.4%	4	5	-3
CCCS(=O)(=O)N1CCCC(C(=O)NC(C)c2ccc3c(c2)OCCO3)C1 (configuration not stated)	10	17	4	x	x	0.1%	1	-9	-3
Cc1ccc(NC(=O)CCC(=O)NNS(=O)(=O)c2ccc(Cl)cc2)cc1C	3	1	3	-0.1	8	1.2%	3	-16	2
COc1cccc(NC(=O)C2CCN(S(=O)(=O)c3ccc4[nH]c(=O)oc4c3)CC2)c1	6	-4	-3	0.3	2	0.5%	3	-2	-1
CCS(=O)(=O)N1CCC2(CC1)OC(=O)C(C)=C2C(=O)NCc1ccc(OC)c(OC)c1	2	-7	x	0.0	6	0.0%	3	x	6
c1ccc2c(c1)Nc1nccnc1S2	10	-3	x	x	-6	0.5%	1	6	-2

Following part.
smiles	D1 antag	TRHR PAM	D2 antagonist	D2 agonist	D2 potentiator	RXFP1 ag	D1 ag	RXFP1 antagonist	D1 potentiator
CNC(=O)CN(c1ccc(C23CC4CC(CC(C4)C2)C3)cc1)S(C)(=O)=O	8	-4	15	1.5	6	1.8%	4	-23	13
Cc1cccc(NS(=O)(=O)c2cc(C(=O)N3CCN(C)CC3)ccc2C)c1	-4	-8	12	-0.7	-2	-0.9%	-1	-3	-1
C/C=C/c1ccc(OCCOCCNCc2ccccc2)c(OC)c1	-24	6	-7	1.2	-16	1.8%	15	0	-5
O=C(Nc1nc2n(n1)C(c1ccccc1)C=C(c1ccccc1)N2)c1ccccc1 (configuration not stated)	8	11	x	-2.2	9	12%	-3	-7	0
O=C(COc1coc(CN2CCN(c3ccccc3F)CC2)cc1=O)NC1CCCC1	18	-4	-20	1.0	16	0.5%	2	-3	4
Cc1cccc(N2CCN(C(=O)c3cc(S(=O)(=O)N4CCOCC4)cn3C)CC2C)c1 (configuration not stated)	-1	8	-1	-0.1	-2	0.6%	0	9	-2
Cn1nc(-c2ccc(C(=O)NCCO)cc2)c2ccccc2c1=O	9	7	2	-1.0	-14	1.1%	2	-2	-1
CS(=O)(=O)N(CC(=O)N1CCc2ccccc2C1)c1ccccc1Br	-13	2	-2	-0.3	12	0.5%	3	-5	-3
O=C1CCC/C1=C\c1ccccc1	2	0	-16	1.8	-1	0.2%	1	-8	-3
COc1ccc(C(=O)NC2CCCN(Cc3ccccc3F)C2)c(OC)c1OC (configuration not stated)	-1	5	1	-1.6	-4	0.3%	4	8	-2

The listing continues.
smiles	D1 antag	TRHR PAM	D2 antagonist	D2 agonist	D2 potentiator	RXFP1 ag	D1 ag	RXFP1 antagonist	D1 potentiator
COC(=O)c1cc(S(=O)(=O)N2CCN(c3ccc(C(C)=O)cc3)CC2)cn1C	-18	3	25	-1.0	4	0.1%	0	4	-1
O=C(O)C1CCCCC1C(=O)Nc1ccc(OCc2ccccc2)cc1 (configuration not stated)	6	-7	x	x	x	0.1%	2	1	1
COC(=O)c1cc(=O)nc2sc3ccccc3n12	4	11	-11	0.8	-3	2.2%	3	6	-6
Cn1c(=O)c2c(-c3ccc(Cl)cc3)ccnc2n(C)c1=O	-13	-4	x	1.0	-7	3.9%	-1	x	-1
CC(CC(=O)Nc1nc2ccccc2[nH]1)n1ccnc1 (configuration not stated)	5	1	-8	-0.2	-8	4.4%	0	-7	6
Nc1nnc(SCCOc2cccc(Br)c2)s1	-8	5	-26	-0.2	-2	0.4%	15	6	-6
CC1(c2ccc(Cl)cc2Cl)NC(=O)N(CC(=O)N2CCN(C(=O)c3ccco3)CC2)C1=O (configuration not stated)	8	7	-36	0.0	-2	-2.7%	0	-4	-4
Cc1cnc(=O)[nH]c1SCc1ccccc1F	6	1	3	0.3	2	0.4%	-1	-1	0
COc1cc2c3c(c1)C1(C(=O)N3C(C)(C)C=C2C)C(C#N)=C(N)Oc2cc(C)oc(=O)c21 (configuration not stated)	44	-16	-16	0.9	8	1.8%	2	0	-1
CN(C)c1ccc(-c2n(C)c3ccccc3[n+]2C)cc1	27	9	-11	0.5	15	-1.4%	-4	1	-4

(cont.)
smiles	D1 antag	TRHR PAM	D2 antagonist	D2 agonist	D2 potentiator	RXFP1 ag	D1 ag	RXFP1 antagonist	D1 potentiator
Clc1ccc(C2=Nn3c(nnc3-c3cccnc3)SC2)s1	-1	2	5	-0.9	-4	3.3%	1	3	-1
COc1ccc(CCN2CC(C(=O)Nc3cc(F)ccc3F)CC2=O)cc1OC (configuration not stated)	3	12	-1	-1.5	-9	0.3%	5	20	-2
CC1CN(C(=O)c2ccccc2)C(=Nc2cccc(S(=O)(=O)N(C)C)c2)S1 (configuration not stated)	9	3	-9	-2.6	10	0.1%	5	x	-1
CCCN(C(=O)/C=C/c1nc2ccccc2s1)C1CCS(=O)(=O)C1 (configuration not stated)	-16	-1	-34	-0.6	3	0.4%	1	-3	4
COc1cc(-c2noc(C)c2/C=C/c2ccc(C(=O)O)cc2)cc(OC)c1OC	-2	4	4	9.3	-28	-0.1%	-1	x	-4
COc1ccc(NC(=O)CSc2nc3ccccc3nc2N2CCCCC2)cc1	2&3	-3&-8	-7	-0.2&-0.1	1&-9	2.2%&7.1%	0&1	-8	3&-3
O=C(CCN1C(=O)C2C3C=CC(C3)C2C1=O)NCCc1ccccc1 (configuration not stated)	8	3	-25	1.3	15	-0.2%	2	-1	-2
COC(=O)Cc1cnc(NC(=O)CSc2nc(C(C)C)cc(=O)[nH]2)s1	5	-9	10	-1.2	-15	1.9%	2	10	4
CCOC(=O)C1=C(C)NC(=O)NC1c1ccccc1Cl (configuration not stated)	20	-2	-3	-0.8	5	0.7%	2	-8	-2
CNC(=O)c1ccccc1NC(=O)c1ccc(C)c(S(=O)(=O)N2CCCCC2)c1	-16	-1	-5	-0.9	0	-0.8%	3	7	4

(next part)
smiles	D1 antag	TRHR PAM	D2 antagonist	D2 agonist	D2 potentiator	RXFP1 ag	D1 ag	RXFP1 antagonist	D1 potentiator
Cc1ccc(CSCC(=O)N(C)CC(=O)Nc2ccc(Br)cc2C)cc1	-24	6	-1	-1.0	5	1.3%	0	-12	-3
Cc1nn(-c2ccccc2)c(C)c1C(=O)OCC(=O)Nc1cccc(S(N)(=O)=O)c1	12	-1	18	4.0	-12	2.3%	3	2	-3
CN(Cc1ccccc1)C(=O)CN1CCN(S(=O)(=O)c2ccc(Cl)c(Cl)c2)CC1	6	-6	-5	-0.8	-11	-0.3%	1	-8	x
c1ccc(-c2nccc(-c3ccc(-n4cnc5ccccc54)cc3)n2)nc1	16	5	2	0.9	6	-3.6%	9	-8	-3
CCc1ccccc1NCC(=O)Nc1ccccc1C(=O)OC	0	5	x	x	4	2.6%	2	-10	4
COC(=O)c1ccccc1NS(=O)(=O)c1ccc2c(c1)oc(=O)n2C	5	2	-19	0.5	-3	-0.2%	3	-14	-22
C=CCN1C(=O)C(CC(=O)NCC)SC1=Nc1ccccc1OC (configuration not stated)	5	2	9	0.6	-2	1.6%	2	2	2
COC(=O)C1=C(C)NC=C([N+](=O)[O-])C1c1ccc(OC)cc1 (configuration not stated)	-10	-3	-7	-0.6	4	0.1%	6	-1	9
O=C(Cn1c(=O)n(-c2ccccc2)c(=O)c2ccc(C(=O)NCc3ccc4c(c3)OCO4)cc21)Nc1ccc(Br)cc1	-12	0	x	0.0	-2	9.4%	3	x	7
COc1cccc(C(=O)Nc2ccccc2OCc2cc(=O)n3ccccc3n2)c1	-34*	-2	x	0.8	10	17%	1	6	-1

More entries follow:
smiles	D1 antag	TRHR PAM	D2 antagonist	D2 agonist	D2 potentiator	RXFP1 ag	D1 ag	RXFP1 antagonist	D1 potentiator
O=C(O)CC(NS(=O)(=O)c1ccc(Cl)s1)c1ccccc1 (configuration not stated)	5	-4	x	0.5	-2	-5.6%	1	-4	-3
O=[N+]([O-])c1cccc(/C=N/Nc2nc(NCc3ccccc3)nc(N3CCOCC3)n2)c1	-9	-1	-7	-1.2	4	-0.1%	1	-10	-5
FC(F)(F)c1cc(CO[C@@H]2CCCN[C@@H]2c2ccccc2)cc(C(F)(F)F)c1	13	6	-2	0.2	-5	-1.3%	47*	x	3
Nn1c(SCC(=O)Nc2ccc(N3CCOCC3)cc2)nnc1-c1ccccc1F	-6	-4	13	0.9	-3	-1.5%	1	5	3
